Screens: PubChem, National Center for Advancing Translational Sciences (NCATS)
APE1 inh – inhibitors of human APE1 endonuclease; P27695; AID 2517; Potency, µM (series often up to 65.8 µM), inactives show at the top dose activity change, negative = inhibition, usual class: inhibitors; recombinant APE1, TAMRA/BHQ-2 abasic DNA cleavage fluorescence; 350,000 compounds, 0.35% hits;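 further: potency means the concentration at half of the fitted maximal effect; plate controls were vehicle for no effect and reference inhibitor for full effect; nearly all actives have a fitted effect of over 55% in size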
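Step 1: APE1 (0.75 nM) with compound, 15 min RT. Step 2: add 50 nM fluorophore/quencher THF duplex. Step 3: three fluorescence reads 60 s apart (525/598 nm); read 3 minus read 1 = reaction progress.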
ALOX12 inh – blocks human arachidonate 12S-lipoxygenase; P18054; Potency, µM (top dose mostly 108 µM), inactives show top-dose activity change, negative = inhibition, most hits filed as inhibitors; 580,000 compounds, 1.1% hits; purified 12hLO, xylenol orange hydroperoxide absorbance; AID 1671190; further: potency means the concentration at half of the fitted maximal effect; on the % scale 0 is the no-effect control and ±100 the full control effect
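Hydroperoxide product was detected by ferrous iron/xylenol orange as the 573 to 405 nm absorbance ratio. Arachidonic acid at 40 uM (final) was turned over for 30 min at room temperature by 150 nM human 12hLO, pH 7.0 Hepes buffer, after 15 min compound preincubation.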
POLB inh – DNA polymerase beta (human) inhibition; P06746; Pol beta primer extension/strand displacement, fluorescence kinetic; Potency, µM (top dose mostly 114 µM), for the others: at the highest dose activity change, negative = inhibition, hits mostly inhibitors; 340,000 compounds, 1.3% hits; AID 485314; further: potency means the concentration at half of the fitted maximal effect; on the % scale 0 is the no-effect control and ±100 the full control effect
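Pol beta (10 nM) and compounds were preincubated 15 min at room temperature, then 50 nM substrate (final) started primer extension/strand displacement. Reads were taken at 0 and 10 min; concentration-response data were fitted to a four-parameter Hill equation.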
Pol iota inh – inhibitors of human DNA polymerase iota; Potency, µM (highest dose often 115 µM), for the others: at the highest dose activity, negative = inhibition, most hits filed as inhibitors; 390,000 compounds, 1% hits; Pol iota fluorescent replication assay, 10 min; Q9UNA4; further: potency means the concentration at half of the fitted maximal effect
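Pol iota at 10 nM preincubated 15 min with compounds at room temperature; reaction started with fluorescent substrate, 50 nM final. Fluorescence read kinetically at 0 and 10 min; buffer-only wells as negative control.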
Anesthetic bind – binds horse apoferritin like a general anesthetic; P02791; apoferritin/1-aminoanthracene competitive binding, fluorescence; Potency, µM (titrated, usually from 77.5 µM), inactives show at the top dose activity change, negative = displacement, hits mostly inhibitors; 350,000 compounds, 0.074% hits; AID 485281; further: potency means the concentration at half of the fitted maximal effect; on the % scale 0 is the no-effect control and ±100 the full control effect; nearly all actives have a fitted effect of over 20% in size
Target sequence (P02791 2-175 limits assumed): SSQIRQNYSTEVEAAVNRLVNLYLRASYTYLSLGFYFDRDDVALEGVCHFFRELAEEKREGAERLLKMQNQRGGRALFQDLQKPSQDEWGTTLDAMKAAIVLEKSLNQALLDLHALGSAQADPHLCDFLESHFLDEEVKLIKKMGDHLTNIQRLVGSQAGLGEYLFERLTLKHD
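Apoferritin-based anesthetic binding model; compound displacement of fluorescent 1-AMA measured as endpoint fluorescence after 10 minutes at room temperature, scaled to free-ligand and complex controls.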
BLM helicase inh – inhibitors of human Bloom syndrome helicase BLM; P54132; recombinant BLM DNA unwinding, fluorescence dequenching; Potency, µM (top dose mostly 56.1 µM), inactives show top-dose activity change, negative = inhibition, actives largely listed as inhibitors; 350,000 compounds, 0.2% hits;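 further: potency means the concentration at half of the fitted maximal effect; plate controls were vehicle for no effect and no enzyme for full effect; nearly all actives have a fitted effect of over 35% in size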
POLK inh – inhibitors of human DNA polymerase kappa; 400,000 compounds, 0.53% hits; AID 588579; purified Pol kappa, fluorescent DNA synthesis assay, 10 min; Q9UBT6; Potency, µM (top dose mostly 107 µM), inactives show top-dose activity, negative = inhibition, actives largely listed as inhibitors; further: potency means the concentration at half of the fitted maximal effect; on the % scale 0 is the no-effect control and ±100 the full control effect
Target sequence (Q9UBT6 whole entry, looked up): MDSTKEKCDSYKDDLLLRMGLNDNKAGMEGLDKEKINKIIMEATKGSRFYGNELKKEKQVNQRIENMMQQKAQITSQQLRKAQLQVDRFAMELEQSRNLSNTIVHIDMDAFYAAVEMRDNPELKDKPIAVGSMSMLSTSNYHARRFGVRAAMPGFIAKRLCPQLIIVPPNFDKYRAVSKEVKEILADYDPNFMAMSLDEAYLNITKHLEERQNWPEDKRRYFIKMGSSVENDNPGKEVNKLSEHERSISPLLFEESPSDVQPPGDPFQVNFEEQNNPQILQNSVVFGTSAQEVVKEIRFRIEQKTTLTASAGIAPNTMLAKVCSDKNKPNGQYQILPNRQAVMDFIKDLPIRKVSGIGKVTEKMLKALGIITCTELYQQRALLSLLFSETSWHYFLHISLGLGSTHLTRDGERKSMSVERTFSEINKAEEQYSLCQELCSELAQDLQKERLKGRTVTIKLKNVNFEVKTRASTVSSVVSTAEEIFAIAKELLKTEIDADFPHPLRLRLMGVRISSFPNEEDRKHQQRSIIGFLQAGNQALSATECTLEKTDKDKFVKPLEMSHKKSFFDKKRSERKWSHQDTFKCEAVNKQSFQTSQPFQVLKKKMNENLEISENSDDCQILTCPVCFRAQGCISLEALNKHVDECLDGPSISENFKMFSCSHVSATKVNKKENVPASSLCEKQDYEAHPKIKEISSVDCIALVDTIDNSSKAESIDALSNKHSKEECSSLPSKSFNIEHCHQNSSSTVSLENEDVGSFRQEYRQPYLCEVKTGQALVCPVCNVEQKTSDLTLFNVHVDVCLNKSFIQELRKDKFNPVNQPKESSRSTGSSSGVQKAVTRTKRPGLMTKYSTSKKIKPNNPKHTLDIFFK
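Here, compound and 10 nM enzyme are combined for 15 min at room temperature; adding 50 nM substrate (final) starts DNA synthesis, tracked by fluorescence at 0 and 10 min against buffer-only wells.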
ERG-DNA inh – blocks human ERG Ets domain binding to DNA | 370,000 compounds, 0.028% hits | Potency, µM (doses to about 76.9 µM), without a hit: at the highest dose FP activity, negative = inhibition, actives largely listed as inhibitors | fluorescence polarization, His-ERG Ets domain / labelled DNA | P11308; active means well fitted inhibition curve with a large enough effect in the polarisation, with a control signal flat; inconclusive means small, poorly fitted or top-dose-only effect, or effect the other way, or a change in a side signal; inactive means no such curve, though single readings can be large or run the other way; the % refers to the polarisation;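 further: polarization taken with two DNA probes labelled with fluorescein and Texas red; potency means the concentration at half of the fitted maximal effect; % of control where 0% means no effect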
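His-tagged ERG Ets domain (1 uM in the protein solution; 300mM KCl, 50mM Tris-HCl, 1mM EDTA, 1mM DTT, pH 7.5) received compound, then a probe mix of 5 nM fluorescein-DNA and 100nM Texas-615-DNA. Fluorescence polarization was read for both dyes.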
TRHR agonist – TRH receptor (human) agonism; P34981; TRHR cells, calcium flux fluo-8, FDSS agonist mode; activation, % at 2 µM; 360,000 compounds, 0.18% hits; AID 493084; in the data active means activation above about 30%; further: 0% is about no effect
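Read-out: compound-evoked intracellular calcium rise in TRHR cells, fluo-8 dye, kinetic FDSS fluorescence at 1 s/cycle following a 10-cycle baseline. Cells cultured overnight before dye loading (30 min–1.5 h, RT).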
Starred values were filed as active, the others as inactive; i = inactive; ? = inconclusive; . = no result given; [ ] = dose if it differs, or a comment. Unless noted, the call rests on the fitted dose curve; in most records, active means well fitted curve in the direction sought with a large enough effect; inconclusive means small, poorly fitted or top-dose-only effect, or another doubt; inactive means no such curve, though single readings can be large; an effect the other way counts as inactive or inconclusive. This is a subset; the hit share may differ from the screen's.

Start of the data: the first 4 compounds as a preview:
SMILES	APE1 inh	ALOX12 inh	POLB inh	Pol iota inh	Anesthetic bind	BLM helicase inh	POLK inh	ERG-DNA inh	TRHR agonist
CN(C)S(=O)(=O)N(CC(=O)NCCSCc1c(F)cccc1Cl)c1ccccc1	.	-20%	15%	4%	-1%	-7%	2%	2%	-0.2
C=C(C)Cn1c(COc2ccccc2)nnc1SCC(=O)O	-2%	i	15%	1%	-6%	0%	-7%	-3%	-0.2
COc1ccc(/C=C2\CN(Cc3ccccc3)C/C(=C\c3ccc(OC)cc3)C2=O)cc1	2%	-22%	1%	15%	3%	-10%	-14%	-1%	0.2
Cc1cc(C)c2nc3nc(C)c(C)cc3c(N)c2c1	-5%	-3%	16µM*	32µM*	365%[activator]	186%[activator]	?	-14%	0.1

Results, repeating the preview:
SMILES	APE1 inh	ALOX12 inh	POLB inh	Pol iota inh	Anesthetic bind	BLM helicase inh	POLK inh	ERG-DNA inh	TRHR agonist
CN(C)S(=O)(=O)N(CC(=O)NCCSCc1c(F)cccc1Cl)c1ccccc1	.	-20%	15%	4%	-1%	-7%	2%	2%	-0.2
C=C(C)Cn1c(COc2ccccc2)nnc1SCC(=O)O	-2%	i	15%	1%	-6%	0%	-7%	-3%	-0.2
COc1ccc(/C=C2\CN(Cc3ccccc3)C/C(=C\c3ccc(OC)cc3)C2=O)cc1	2%	-22%	1%	15%	3%	-10%	-14%	-1%	0.2
Cc1cc(C)c2nc3nc(C)c(C)cc3c(N)c2c1	-5%	-3%	16µM*	32µM*	365%[activator]	186%[activator]	?	-14%	0.1
CCCCCC(=O)NC(=S)NC1C2CC3CC(C2)CC1C3 (configuration not stated)	4%	?	-25%	-26%	-19%	-7%	-7%	30%[activator]	0.6
Cc1ccc(Oc2ccc(-c3nnc(-c4ccccc4)o3)cc2[N+](=O)[O-])cc1C	16%	.	?	.	4%	-5%	.	.	0.3
CCOc1ccc(C(=O)Nc2ccc(-c3nc4ccccc4s3)c(C)c2)cc1OCC	.	2%	36%[activator]	-8%	-6%	-1%	-5%[60.1 µM]	-2%	0.2
CCCCCCC(CC(=O)NCc1cccnc1)CC(=O)NCc1cccnc1	-1%	23%	16%	6%	-2%	-3%	3%	6%	-0.2
CCSc1ccccc1C(=O)NCCCn1ccnc1	-4%	0%	0%	2%	41%[activator]	-2%	-7%	-6%	-0.8
Cc1ccccc1Nc1ncccc1C(=O)N1CCOCC1	17%	-23%	19%	16%	-11%	-5%	-13%	-1%	-0.1
Cc1nn2c(-c3cccc(NC(=O)c4ccccc4)c3)nnc2c2ccccc12	.	-8%	?	24%	-13%	-3%	11%	5%	-0.8
COc1ccccc1CNC(=O)C1CCN(c2nc3ccc(C)cc3[nH]2)CC1	.	-17%	36%[activator]	-8%	1%	3%	-9%[60.1 µM]	3%	-0.4
O=C(c1cc(C(=O)N2CCCC2)cc([N+](=O)[O-])c1)N1CCCC1	51%[activator]	8%	5%	-22%	3%	-3%	-7%	-10%	0.4
N#Cc1cccc(S(=O)(=O)NCc2nnc3ccccn23)c1	12%	?	.	13%	.	.	10%	-5%	0.2
CCCN(C(=O)c1cc(Cl)nc2ccccc12)c1c(N)n(Cc2ccccc2)c(=O)[nH]c1=O	20%	i	.	2%	.	.	13%	2%	0.5
O=S(=O)(NC1c2cccc3cccc(c23)C1N1CCN(CCO)CC1)c1ccccc1 (configuration not stated)	-3%	15%	11%	-8%	-9%	-13%	-6%	-2%	2.3
CCOC(=O)C(C)Sc1nc(-c2cccs2)ccc1C#N (configuration not stated)	-6%	-27%	-8%	7%	-19%	-15%	-7%	3%	-0.4
O/N=C/c1ccc2ccccc2n1	5%	10%	4%	102%[activator]	9%	1%	-3%	4%	-0.4
CCOC(=O)N1CCC(Nc2cc(C)nc3c(-c4ccccc4OC)c(C)nn23)CC1	-2%	31%[activator]	2%	-19%	6%	-4%	-8%	5%	0.0
COc1ccc(C2=NN(C(=O)CSc3ncccn3)C(c3ccc(OC)cc3)C2)cc1 (configuration not stated)	4%	-16%	-2%	8%	12%	-4%	-14%	-7%	1.0
CCNC(=O)COC(=O)c1cc(=O)[nH]c2ccccc12	-4%	-18%	43%	17%	-9%	1%	-11%	1%	0.2
O=C(c1nc2ccc(Cl)cn2c1CNCC[C@@H]1C[C@@H]2C=C[C@H]1C2)N1CCCCCCC1	6%	-10%	?	10%	?	0%	3%	18%	-1.5
O=C(Nc1ccccc1F)c1ccc(-c2ccccc2)s1	.	?	-2%	-8%	-2%	-7%	-24%	5%	1.7
Cc1cc(=O)oc2cc(OCC(=O)NCC3CCC(C(=O)O)CC3)ccc12 (configuration not stated)	3%	8%	9%	10%	-9%	1%	17%	-3%	0.0
O=C(Cc1ccccc1)N1CCC2(CC1)NCCc1[nH]cnc12	52%[activator]	28%	15%	?	1%	0%	2%	1%	1.8
CCOC(=O)C(C(=O)OCC)c1c([N+](=O)[O-])c(=O)n2c3c(cccc13)CCC2	-21%	?	-6%	-18%	3%	-5%	-7%	4%	-1.2
Cc1ccc(NC(=O)Cn2nc(C(F)(F)F)c3c2CCCC3)cc1	.	0%	2%	-12%	-6%	-5%	-14%	4%	-0.4
O=C(CCN1C(=O)c2ccccc2C1=O)Nc1cccc(F)c1	-1%	-14%	0%	14%	-9%	1%	0%[60.1 µM]	.	-0.7
CCOC(=O)CSC1=C(C#N)C(c2ccccc2OCC)C(C(=O)OCC)C(=O)N1 (configuration not stated)	11%	-26%	22%	25%	?	-11%	-6%	3%	0.7
O=C(c1ccc2c(c1)OCO2)N1CCN=C1SCc1ccccc1	1%	13%	2%	-5%	-3%	5%	-4%	12%	-0.3
COc1ccc(-c2nc(C)ncc2-c2csc(C)n2)c(O)c1	-2%	0%	49%	2%	-8%	2%	2%	3%	0.3
C=CCOc1ccc(CNc2nccs2)cc1OCC	-8%	0%	5%	-6%	-16%	6%	7%	-3%	-0.3
CC1(C)CC(OC(=O)c2ccccc2)CC(C)(C)N1	6%	3%	4%	-14%	-10%	3%	-5%	.	0.6
COc1ccc(-c2cc3ccccc3oc2=O)cc1	.	0%	.	-7%	.	.	-1%	-15%	.
C/C(=N/NC(=O)CNC(=O)COc1ccccc1)c1ccco1	21%	0%	24%	47%[activator]	-7%	4%	0%	-13%	0.8
COc1ccc(CNC(=O)c2cnc(C)cn2)c(OC)c1	-3%	-17%	-10%	28%	-10%	-1%	-2%	6%	0.6
CC1CCc2c(sc(NC(=O)CSc3nc4c(c(C(F)(F)F)n3)CCc3ccccc3-4)c2C(N)=O)C1 (configuration not stated)	1%	-11%	-3%	-6%	-1%	-2%	-5%	-2%	0.0
O=C(CCn1c(=O)oc2ccc(Cl)cc21)N1CCN(c2ccccc2)CC1	31%	-25%	0%	-16%	-4%	-2%	-6%	-2%	0.1
O=C(c1ccc(Cl)cc1)C(CN1CCCC1)c1ccccc1 (configuration not stated)	2%	0%	0%	?	?	-4%	2%	8%	0.6
Cc1ccn2c(NC(=O)c3ccccc3)c(-c3ccccc3)nc2c1	19%	17%	31%	102%[activator]	-10%	-4%	-3%	-5%	-0.1
COc1ccc(C(=O)Nc2cc(C)on2)cc1[N+](=O)[O-]	4%	-27%	5%	-8%	5%	1%	-9%	-5%	0.0
COc1ccc(-c2nc(SCC(=O)Nc3cccc(S(N)(=O)=O)c3)n[nH]2)cc1	7%	4%	.	14%	.	.	-4%	4%	0.1
O=C(NCc1ccc2c(c1)OCO2)c1cnc2ccccn2c1=O	-1%	-4%	-4%	-14%	-7%	-2%	-8%	-4%	-0.1
Cc1ccc(NC2c3ccccc3C(=O)N2c2cccnc2)cc1 (configuration not stated)	-3%	27%	-3%	41%[activator]	-2%	-1%	-6%	6%	0.0
O=C1CCN(Cc2ccccc2)C=C1c1cccc(O)c1	10%	-15%	.	5%	.	.	1%	-8%	.
O=c1c(-c2ccc3c(c2)OCCO3)coc2cc(OC3OC(CO)C(O)C(O)C3O)ccc12 (configuration not stated)	31%[activator][0.453 µM]	0%	36%	-3%	8%	-1%	2%	-3%	0.3
CCOC(=O)c1ccc(-n2c(-c3ccc(C)cc3)c(C)n3c4c(=O)n(C)c(=O)n(C)c4nc23)cc1	.	?	10%	18%	-2%	-3%	-2%	5%	0.8
CC1OC(C)(C)OC1C1CNc2nc(NC(=O)C(C)(C)C)[nH]c(=O)c2N1C(=O)c1cccnc1 (configuration not stated)	2%	9%	32%	14%	2%	4%	-12%	-1%	0.8
CC(C)CNC(=O)CN1c2cccc3cccc(c23)S1(=O)=O	30%	7%	15%	16%	-4%	-7%	5%	-1%	1.0
Cc1ccc(C(=O)N[C@H](C(=O)Nc2sccc2C(N)=O)C(C)C)cc1	7%[12.4 µM]	-11%	-1%	40%[activator]	-17%	-3%	-4%	18%	-0.3
Further structures.
SMILES	APE1 inh	ALOX12 inh	POLB inh	Pol iota inh	Anesthetic bind	BLM helicase inh	POLK inh	ERG-DNA inh	TRHR agonist
Cc1onc(-c2ccccc2)c1C(=O)N/N=C/c1cc2c(cc1Cl)OCO2	-4%	1%	4%	29%	4%	0%	-5%	-4%	-0.3
O=c1[nH]c(CSc2cccc[n+]2[O-])nc2ccccc12	11%	-12%	20%	72%[activator]	8%	-5%	13%	15%	-0.6
O=C(COC(=O)c1cncc(Br)c1)NCc1ccc(F)cc1	-4%	-3%	7%	9%	-8%	-3%	-7%	10%	0.0
CCn1cc(C(=O)NCc2ccc(C)cc2)c(=O)c2cc(S(=O)(=O)N(C)C3CCCCC3)ccc21	.	0%	-4%	-23%	?	-10%	-3%	0%	0.1
Cc1sc2c(c1C)c(=O)n(Cc1ccccc1)c(=O)n2CC(=O)Nc1cccc(Cl)c1	.	-15%	-1%	26%	-15%	-6%	-16%	-3%	3.0
